Screening results: PubChem, several laboratories
SV40 large T antigen = SV40 large T antigen inhibitors, biochemical (AID 1903). SV40 large T antigen ATPase/helicase inhibition assay; higher % means a stronger effect. one-dose inhibition, % at 20 µM; IC50 in µM for titrated hits. 310,000 compounds, 0.39% hits; in the data active = a potency from the dose series; inconclusive = inhibition mostly from about 32% at the one dose, without a potency; inactive = the rest, 99 in 100 with inhibition below about 32%; also: strong numbers were not always called active
RSV antiviral HEp-2 = RSV antiviral activity via CPE protection, HEp-2 cells, primary 10 µM value included (AID 2391); HEp-2 cells, RSV-induced CPE inhibition; higher % means a stronger effect; CPE inhibition, % at 10 µM, or IC50 in µM where a hit was titrated; 310,000 compounds, 0.13% hits; in the data active = a potency from the dose series; inconclusive = CPE inhibition mostly from about 23% at the one dose, without a potency; inactive = the rest, 99 in 100 with CPE inhibition below about 21%; also: strong numbers were not always called active
NTR1 agonist = agonists of NTR1, primary screen, imaging, U2OS cells, beta-arrestin-GFP, high content (AID 493036); NTR1-U2OS beta-arrestin-GFP spot imaging, agonist mode; activation, % at 20 µM; 330,000 compounds, 0.17% hits;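 active = activation at or above 40% of the spot to cytoplasm intensity ratio, with at least 20 cells analyzed; inconclusive = wells under 20 cells, flagged as cytotoxic or low count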;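 also: 0% = DMSO without peptide and 100% = 100 nM NTR1 peptide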
Target sequence (P30989 whole entry, looked up): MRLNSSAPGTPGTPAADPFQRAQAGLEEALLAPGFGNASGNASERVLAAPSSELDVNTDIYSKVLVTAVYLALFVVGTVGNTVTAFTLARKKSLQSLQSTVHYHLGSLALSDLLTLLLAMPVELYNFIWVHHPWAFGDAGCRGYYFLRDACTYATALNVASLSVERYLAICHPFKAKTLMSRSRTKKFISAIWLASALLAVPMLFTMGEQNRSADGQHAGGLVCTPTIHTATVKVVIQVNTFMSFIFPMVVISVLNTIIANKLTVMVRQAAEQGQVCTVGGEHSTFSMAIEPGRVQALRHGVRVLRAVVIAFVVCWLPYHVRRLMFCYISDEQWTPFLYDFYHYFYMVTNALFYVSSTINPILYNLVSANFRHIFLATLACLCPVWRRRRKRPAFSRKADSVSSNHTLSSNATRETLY
Rac1 GTP hydrolysis = MgcRacGAP GTPase-activating activity inhibitors, confirmation, biochemical, ADP Hunter fluorescence. Rac GTPase-activating protein 1 (Homo sapiens). MgcRacGAP-stimulated Rac1 GTP hydrolysis, ADP Hunter fluorescence; higher % means a stronger effect; GST-tagged Rac1 F28L mutant substrate. inhibition, % at 30 µM, or IC50 in µM where a hit was titrated. 340,000 compounds, 0.6% hits. AID 624330, 2012;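 active = first-screen hits whose inhibition reached a set limit at any dose in the follow-up dose series; inconclusive = inhibition above the set first-screen limit but never retested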;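 also: fluorescence reports GDP produced by GAP-driven GTP hydrolysis; strong numbers were not always called active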
West Nile virus CPE = West Nile virus antiviral activity, cell-based, CPE readout (AID 1621) | West Nile virus-infected cells, CPE inhibition; higher % means a stronger effect | CPE inhibition, % at 10 µM; hits with a dose series show IC50 in µM | 290,000 compounds, 0.02% hits; in the data active = a potency from the dose series; inconclusive = CPE inhibition mostly from about 3.7% at the one dose, without a potency; inactive = the rest, 99 in 100 with CPE inhibition below about 2.2%; also: strong numbers were not always called active
UTI89 phage lysis = inhibition of K1F phage lysis, E. coli UTI89, bacterial capsule biogenesis inhibitors, alamar blue (AID 488966); inhibition, % at 100 µM, or IC50 in µM where a hit was titrated; E. coli UTI89 K1F phage lysis, alamar blue, 2 h; higher % means a stronger effect; 340,000 compounds, 0.02% hits;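 active = phage lysis inhibition, versus mean bacterial control, above a set limit; inconclusive = no clear call, values can overlap the other calls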;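 also: capsule biogenesis inhibitors block K1F phage lysis so surviving cells raise fluorescence; higher fluorescence means more inhibition of phage lysis; actives were called in the ten point dose series up to 300 µM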
PhoP inhibition = inhibitors of PhoP regulon expression, primary screen, Salmonella Typhimurium, GFP reporter (AID 1863); one-dose inhibition, % at 50 µM; IC50 in µM for titrated hits; S. Typhimurium PhoP-regulated promoter GFP reporter, 4 h; higher % means a stronger effect; 300,000 compounds, 0.16% hits;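 active = inhibition over 29.93%, a cutoff 3 SD above the screen mean, later confirmed by dose response; inconclusive = inhibition over 29.93% but no dose response follow-up; inactive = inhibition at most 29.93% or unconfirmed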;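 also: 0% = low Mg2+ inducing control and 100% = high Mg2+ repressing control; strong numbers were not always called active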
Dengue-2 NS5 capping = Dengue-2 NS5 methyltransferase inhibitors, primary screen, biochemical, confirmation dose response (AID 588689); Genome polyprotein (Dengue virus type 2 (strain 16681-PDK53)); Dengue-2 NS5 methyltransferase capping enzyme assay, biochemical; higher % means a stronger effect; inhibition, % at 25 µM; hits with a dose series show IC50 in µM; 340,000 compounds, 0.3% hits; in the data active = a potency from the dose series; inconclusive = inhibition above about 29% without an active follow-up result
T cell HTS = modulators of CD8 T cell-vesicle binding, primary screen, mouse 2C CD8+ T cells, flow cytometry. 330,000 compounds, 0.068% hits. AID 2052, 2009. 2C CD8+ T cell-vesicle binding; active compounds read low. calls only at 7 µM;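 active = response, share of CD8 T cells binding vesicles, and their 90th percentile fluorescence all below set limits, cut at about 80% in these data, passing the limit was not always enough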
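Assay system: 2C TCR transgenic mouse naive CD8+ T cells, MACS-purified | Read-out: CD8+ gate FL2 mean fluorescence as % of same-row positive control | Signal: High-throughput flow cytometry with anti-B7-1 and anti-CD8 staining | Timing: Binding step 1.5 h, 37 °C, antibody labelling 20 min, ice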
T cell HTS vesicle-bound % = further read-out of T cell HTS, marked with its call; double positive events, %; measured here: CD8+ vesicle-bound cell fraction;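 binding gate set so that unloaded-vesicle control wells show 10% double positive cells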
NTR1 agonist cell count 20 µM = recorded beside NTR1 agonist, whose call it bears; cell count; measured here: cell count, cytotoxicity flag
An asterisk follows results filed as active; i = inactive; ? = inconclusive; . = no result given; [ ] = remark or other dose.

item	smiles	SV40 large T antigen	RSV antiviral HEp-2	NTR1 agonist	NTR1 agonist cell count 20 µM	Rac1 GTP hydrolysis	West Nile virus CPE	UTI89 phage lysis	PhoP inhibition	Dengue-2 NS5 capping	T cell HTS	T cell HTS vesicle-bound %
1	COc1ccccc1C(=O)N=c1sc2c(C)ccc(OC)c2n1C	17%	5.5%	17	49	12%	-1.5%	0.2%	0%	-1%	i	44
2	CC(OC(=O)c1ccc(NC(=O)CC#N)cc1)C(=O)NCCC1=CCCCC1 (stereo not given)	.	-0.1%	0.7	48	3%	.	0.5%[50 µM]	.	-7%	i	13
3	Cc1ccc(CNC(=O)C2CCC(=O)N2C2CCCCC2)cc1 (stereo not given)	17%	1.2%	-0.7	50	6%	-0.3%	-0.6%	-9%	-10%	i	36
4	COc1ccc2nc(-c3ccccc3)cc(C(=O)OCC(=O)NC3CC3)c2c1	.	.	-0.3	73	4%	.	0.8%[50 µM]	.	-1%	.	.
5	CCN(CC)S(=O)(=O)c1cccc(C(=O)OC2CCOC2=O)c1 (stereo not given)	16%	-0.1%	-0.3	49	11%	0.5%	-0.1%	-8%	-4%	i	57
6	O=C(Cc1cccc2ccccc12)NNC(=O)c1ccc(Br)o1	-1%	1.4%	2.6	52	6%	-0.7%	0.1%	2%	-7%	i	34
7	COc1ccc(NC(=O)CC2S/C(=N\c3nccs3)N(C)C2=O)cc1 (stereo not given)	1%	0.0%	0.0	88	14%	-0.3%	0.3%	3%	0%	i	61
8	CCCCn1c(N)c(N(CCOC)C(=O)CN(C)CC(=O)Nc2ccc(Cl)c(Cl)c2)c(=O)[nH]c1=O	.	.	2.9	58	1%	.	0.4%[50 µM]	.	3%	i	30
9	CCOCC(=O)Nc1cc(C(F)(F)F)ccc1Oc1cccc(Br)c1	17%	1.6%	4.2	51	4%	-0.5%	0.9%	-10%	0%	i	33
10	COc1ccc2nc(NS(=O)(=O)c3ccc(NC(C)=O)cc3)sc2c1	2%	0.5%	-1.6	36	7%	0.0%	0.8%	-14%	-2%	i	41
11	Cc1ccc(C)c(OCCC(=O)NNC(=O)c2cc(C)oc2C)c1	.	0.8%	-0.1	60	7%	.	1.3%[50 µM]	.	-6%	i	36
12	O=C(c1ccc(-c2cccc(C(F)(F)F)c2)o1)N1CCN(c2ccccc2O)CC1	16%	?	33	63	7%	-0.4%	-0.1%	8%	0%	i	14
13	COc1ccc(NS(=O)(=O)c2cc(Cl)ccc2Cl)cc1S(=O)(=O)N1CCCCC1	6%	15%	0.4	78	10%	0.0%	0.0%	-7%	6%	i	57
14	COC(=O)c1ccc(CSCc2ccc(C#N)cc2)cc1	2%	0.7%	0.0	79	.	0.4%	.	4%	.	i	26
15	COC(=O)NC(=S)Nc1ccc(Oc2ccc(Cl)cc2Cl)c(Cl)c1	-3%	0.7%	36	45	8%	0.7%	3.0%	-8%	-15%	i	23
16	CC1Oc2ccccc2N(CC(=O)NCc2ccccc2)C1=O (stereo not given)	-1%	2.5%	0.7	35	-30%	-0.3%	-0.5%	-2%	-2%	i	26
17	O=C(C1CCCN(c2ncnc3c2nc2n3CCCCC2)C1)N1CCN(c2cccc(Cl)c2)CC1 (stereo not given)	7%	39%	32	54	6%	0.0%	1.5%	-3%	3%	i	13
18	COc1cccc(CCC(=O)Nc2cc3c(cc2C(=O)O)OCCCO3)c1OC	.	1.4%	6.3	42	5%	.	0.4%[50 µM]	.	14%	i	32
19	O=C(CSc1ccc2c(c1)OCCO2)Nc1cccnc1Cl	16%	3.7%	0.3	50	6%	0.6%	-0.4%	-8%	-5%	i	47
20	Cc1ccc(NC(=O)c2sc3nc(C)nc(N4CCN(c5ccccn5)CC4)c3c2C)c(C)c1	5%	?	-0.3	58	10%	-0.2%	0.4%	5%	-11%	i	32
21	CS(=O)(=O)c1ccc(C(=O)NCC2(N3CCCCC3)CCCCC2)cc1	-1%	0.3%	-1.4	57	8%	0.3%	1.1%[50 µM]	8%	2%	i	41
22	CCOC(=O)CSc1n[nH]c(NC(=O)c2ccccc2)n1	12%	0.5%	2.6	53	-6%	0.3%	2.4%	1%	-6%	i	46
23	CC(C)CCC(C)N=Cc1c(O)n(Cc2ccccc2)c(=O)c2ccccc12 (stereo not given)	5%	12%	-0.4	47	2%	-0.4%	0.3%	-12%	-2%	i	39
24	O=[N+]([O-])c1ccc(N=Cc2ccc(Br)c([N+](=O)[O-])c2)cc1	-23%	10%	1.6	50	9%	-0.8%	1.1%[50 µM]	19%	0%	i	44
25	COCCn1cnnc1SCC(=O)Nc1cc(OC)c([N+](=O)[O-])cc1C	13%	-0.9%	0.0	50	2%	-0.1%	0.3%	2%	-12%	i	46
26	COc1ccc(NC(=O)C(=O)c2cn(CC(=O)N3CCCC3)c3ccccc23)cc1	9%	5.1%	3.7	52	13%	0.5%	0.8%	-7%	-5%	i	13
27	Cc1nc(N2CCC3(CC2)OCCO3)c2nnn(Cc3ccccc3F)c2n1	-2%	18%	2.4	41	5%	-0.3%	1.4%	1%	3%	i	40
28	O=C(Cc1cccs1)N=Nc1c(O)[nH]c2ccc(Br)cc12	12%	8.8%	14	48	22%	-0.5%	0.4%	-8%	-2%	i	33
29	COc1cc(C2=NOC(C(=O)NCc3ccc(F)cc3)C2)cc(OC)c1OC (stereo not given)	1%	4.7%	4.0	55	-3%	.	0.1%	2%	-1%	i	30
30	O=C(O)C1CCN(S(=O)(=O)c2cccc3cccnc23)CC1	4%	0.7%	-3.2	35	-2%	-0.2%	-0.2%	0%	-1%	i	32
31	O=C1CCCC2=C1C(c1ccncc1)n1c(nc3ccccc31)N2 (stereo not given)	9%	4.2%	0.6	44	5%	-0.2%	1.0%	-7%	0%	i	34
32	Cc1ccccc1C(=O)c1cccn1CC(=O)NC(C)c1ccc2c(c1)OCCO2 (stereo not given)	7%	1.9%	0.5	45	1%	0.0%	-0.2%	3%	4%	i	8
33	C=CCn1c(=N)n(CC(=O)c2ccccc2)c2ccccc21	9%	-0.3%	0.6	42	-9%	-1.9%	-2.0%	2%	6%	i	54
34	COc1cccc(CNC(=O)CN2C(=O)COc3ccc(S(=O)(=O)N4CCCC4)cc32)c1	10%	2.4%	0.4	78	8%	-0.6%	-0.1%	-1%	3%	i	31
35	O=C1c2ccccc2C(=O)N1CCCn1c(=O)oc2ccccc21	4%	0.3%	-0.2	42	15%	0.4%	0.2%	11%	3%	i	18
36	CCCCCCCC(=O)Oc1ccc(C(=O)Nc2cc(C)on2)cc1	3%	2.1%	0.6	85	2%	1.2%	1.4%	2%	-6%	i	24
37	CCC(C)[C@@H](C(=O)NCC1CCC(C(=O)O)CC1)n1nnc2ccccc2c1=O (stereo not given in full)	20%	1.6%	1.3	45	7%	.	2.4%	-3%	2%	i	8
38	O=C(NCc1ccc(F)cc1)NC(=O)c1ccc(Cl)cc1	3%	1.8%	1.2	57	5%	0.4%	0.0%	-5%	-2%	i	50
39	CCc1ccc(C(=O)COC(=O)C2CCN(c3ccc(C(F)(F)F)cn3)CC2)cc1	8%	-1.0%	3.0	50	3%	.	1.1%[50 µM]	-7%	-3%	i	36
40	Cc1sc2nc(C3CC3)nc(N3CCN(C(=O)c4ccc(Cl)cc4)CC3)c2c1C	6%	?	8.1	38	-11%	-1.1%	-0.2%	6%	-7%	i	25
41	Cc1c(NC(=O)C(C)OC(=O)c2cccnc2Cl)c(=O)n(-c2ccccc2)n1C (stereo not given)	.	1.1%	-1.7	60	3%	.	1.2%[50 µM]	.	-3%	i	28
42	CCCCOC(=O)CCN1C(=O)/C(=C2\SC(=S)N(CCC(=O)OCCCC)C2=O)SC1=S	21%	0.2%	-1.8	70	3%	-0.5%	0.5%	0%	-7%	i	45
43	CC1CC(=O)Nc2ccccc2N1C(=O)Nc1ccc(F)cc1F (stereo not given)	4%	2.5%	-0.5	47	6%	0.1%	1.1%	-10%	-7%	i	30
44	NC(=O)c1ccccc1OCC(=O)c1ccc(Cl)cc1	5%	7.0%	-1.4	71	12%	0.6%	2.8%	7%	-3%	i	25
45	CC1CCCC(NC2CCCCNC2=O)C1 (stereo not given)	6%	1.9%	-1.9	71	9%	0.0%	0.1%	12%	-2%	i	19
46	O=C(CSc1nc2ccccc2c(=O)n1CCCN1CCOCC1)Nc1ccc(Br)cc1	.	.	3.4	57	9%	.	0.8%	.	-2%	i	41
47	Cc1cc(=O)n2nc(N3CCC(C(=O)NC(C)c4ccccc4)CC3)sc2n1 (stereo not given)	8%	2.0%	1.9	93	5%	0.6%	0.5%	3%	-8%	i	15
48	COc1cccc(/C=N/n2c(N)nc3ccccc32)c1OC	4%	1.1%	6.6	40	11%	0.1%	0.1%	-6%	-6%	i	6
49	Cc1cccc(C2Nc3ccccc3C(=O)N2NC(=O)c2ccc([N+](=O)[O-])cc2)n1 (stereo not given)	4%	0.9%	0.9	82	6%	-0.8%	0.3%	6%	5%	i	49
50	CC(=O)n1nc2nc(C)cc(C)c2c1N	22%	1.3%	-0.6	71	7%	0.7%	-0.7%	0%	-10%	i	9
51	COc1ccccc1OCC(=O)NCc1cccs1	3%	1.7%	0.7	66	8%	-0.1%	0.2%	-10%	2%	i	55
52	COc1ccc(C2CC(c3ccccc3)=NN2C(=O)CSc2ncn[nH]2)cc1 (stereo not given)	3%	3.0%	0.1	66	8%	-0.1%	0.1%	-8%	-2%	i	58
53	N#CCC(=O)Nc1ccc(C(=O)NCc2ccccn2)cc1	12%	1.8%	-0.5	27	3%	0.3%	-0.7%	13%	-12%	i	14
